Source: PubChem
G9a inh: qHTS Assay for Inhibitors of Histone Lysine Methyltransferase G9a | G9a H3K9 monomethylation, AlphaScreen, 2 h | Potency, µM (doses to about 102 µM), for inactives: at the top dose activity, negative = inhibition, usual class: inhibitors | actives 8.8% (n = 350,000) | Histone-lysine N-methyltransferase EHMT2 (Homo sapiens), Q96KQ7; also: potency is read from the fitted curve at half-maximal effect; % is scaled to controls: 0 for no effect and ±100 for the full control effect; nearly all actives have a fitted effect of over 75% in size
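Step 1: enzyme (final 20 nM) with compound, 15 min RT. Step 2: substrate peptide 500 nM and SAM 20 uM, 2 h RT. Step 3: anti-H3K9me1 antibody and AlphaScreen beads, 10 min, then plate read.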
JMJD2A Tudor inh: qHTS Assay for Inhibitors of JMJD2A-Tudor Domain. Lysine-specific demethylase 4A (Homo sapiens), O75164. AlphaScreen JMJD2A-Tudor / H3K4me3 peptide binding. Potency, µM (doses to about 114 µM), without a hit: at the highest dose activity change, negative = inhibition, usual class: inhibitors. actives 4.4% (n = 390,000); also: potency is read from the fitted curve at half-maximal effect; % is scaled to controls: 0 for no effect and ±100 for the full control effect; nearly all actives have a fitted effect of over 50% in size
RGS4 inh: Inhibitors of Regulator of G Protein Signaling (RGS) 4: qHTS; Regulator of G-protein signaling 4 (Homo sapiens), P49798; Transcreener GDP fluorescence polarization, RGS4-accelerated GTP hydrolysis; Potency, µM (series often up to 114 µM), inactives show at the highest dose activity change, negative = inhibition, hits mostly inhibitors; actives 0.039% (n = 390,000); AID 504845, 2011; also: potency is read from the fitted curve at half-maximal effect; % is scaled to controls: 0 for no effect and ±100 for the full control effect; nearly all actives have a fitted effect of over 75% in size; some results filed as inactive show a strong effect at the top dose
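MLSMR compounds (23 nl, pin-transferred) preincubated 10 min at room temperature with a 500nM (2x) first reagent, then RGS4 at 900nM (2x) plus Transcreener GDP mix added; fluorescence polarization (620/688 nm) read before and after 90 min at 30 °C.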
PI4K2A block: qHTS for small molecular inhibitors of PI4K2A. Phosphatidylinositol 4-kinase type 2-alpha (Homo sapiens), Q9BTU6. activity change, negative = inhibition, % at 76.9 µM. actives 0.13% (n = 420,000). AID 1346378, 2018. purified PI4K2A, ADP-Glo luminescence, 1 h; hits give low values; in the data active = activity change below about -50%; inconclusive = mostly about -30% to -49%;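 also: -100% = wells without enzyme as full effect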
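Compounds are screened against recombinant PI4K2A using PI as substrate and ATP, the latter dispensed at 300 microM. Reactions run one hour at ambient temperature before ADP-Glo detection; full inhibition defined by wells lacking enzyme.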
GLS inh: qHTS for Inhibitors of Glutaminase (GLS) | GLS enzymatic activity, qHTS titration | actives 0.21% (n = 410,000) | Potency, µM (doses to about 45.5 µM), for the others: at the top dose activity change, negative = inhibition, usual class: inhibitors; also: potency is read from the fitted curve at half-maximal effect; % is scaled to controls: 0 for no effect and ±100 for the full control effect
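Compounds were pin-transferred onto hKGA, after which L-glutamine (1 mM solution) and a detection mix of glutamate oxidase, HRP and Amplex Red were added. Initial and 30 min RT fluorescence reads were collected.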
HP1b chromo inh: HTS for Inhibitors of HP1-beta Chromodomain Interactions with Methylated Histone Tails; Chromobox protein homolog 1 (Homo sapiens), P83916; AlphaScreen HP1-beta / biotin-H3K9me3 peptide binding; actives 0.56% (n = 390,000); Potency, µM (doses to about 114 µM), for the others: top-dose activity change, negative = inhibition, actives largely listed as inhibitors; also: potency is read from the fitted curve at half-maximal effect; nearly all actives have a fitted effect of over 70% in size; inactives centre near 23
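AlphaScreen: HP1-beta (50 nM) preformed 30 min with biotin-H3(1-18)K9me3 peptide (50 nM) in PBS pH 7.4, 0.01% Tween-20. Compound added for 30 min at RT, then streptavidin donor/nickel chelate acceptor beads (10 ug/mL) for 30 min.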
BAZ2B block: qHTS Assay for Inhibitors of BAZ2B. Potency, µM (top dose mostly 114 µM), for the others: top-dose activity change, negative = inhibition, hits mostly inhibitors. actives 4.4% (n = 360,000). Bromodomain adjacent to zinc finger domain protein 2B (Homo sapiens), Q9UIF8. AlphaScreen BAZ2B-H3K14Ac peptide displacement; also: potency is read from the fitted curve at half-maximal effect; % is scaled to controls: 0 for no effect and ±100 for the full control effect; nearly all actives have a fitted effect of over 60% in size
Target sequence (Q9UIF8 whole entry, looked up, the tested form may be a part): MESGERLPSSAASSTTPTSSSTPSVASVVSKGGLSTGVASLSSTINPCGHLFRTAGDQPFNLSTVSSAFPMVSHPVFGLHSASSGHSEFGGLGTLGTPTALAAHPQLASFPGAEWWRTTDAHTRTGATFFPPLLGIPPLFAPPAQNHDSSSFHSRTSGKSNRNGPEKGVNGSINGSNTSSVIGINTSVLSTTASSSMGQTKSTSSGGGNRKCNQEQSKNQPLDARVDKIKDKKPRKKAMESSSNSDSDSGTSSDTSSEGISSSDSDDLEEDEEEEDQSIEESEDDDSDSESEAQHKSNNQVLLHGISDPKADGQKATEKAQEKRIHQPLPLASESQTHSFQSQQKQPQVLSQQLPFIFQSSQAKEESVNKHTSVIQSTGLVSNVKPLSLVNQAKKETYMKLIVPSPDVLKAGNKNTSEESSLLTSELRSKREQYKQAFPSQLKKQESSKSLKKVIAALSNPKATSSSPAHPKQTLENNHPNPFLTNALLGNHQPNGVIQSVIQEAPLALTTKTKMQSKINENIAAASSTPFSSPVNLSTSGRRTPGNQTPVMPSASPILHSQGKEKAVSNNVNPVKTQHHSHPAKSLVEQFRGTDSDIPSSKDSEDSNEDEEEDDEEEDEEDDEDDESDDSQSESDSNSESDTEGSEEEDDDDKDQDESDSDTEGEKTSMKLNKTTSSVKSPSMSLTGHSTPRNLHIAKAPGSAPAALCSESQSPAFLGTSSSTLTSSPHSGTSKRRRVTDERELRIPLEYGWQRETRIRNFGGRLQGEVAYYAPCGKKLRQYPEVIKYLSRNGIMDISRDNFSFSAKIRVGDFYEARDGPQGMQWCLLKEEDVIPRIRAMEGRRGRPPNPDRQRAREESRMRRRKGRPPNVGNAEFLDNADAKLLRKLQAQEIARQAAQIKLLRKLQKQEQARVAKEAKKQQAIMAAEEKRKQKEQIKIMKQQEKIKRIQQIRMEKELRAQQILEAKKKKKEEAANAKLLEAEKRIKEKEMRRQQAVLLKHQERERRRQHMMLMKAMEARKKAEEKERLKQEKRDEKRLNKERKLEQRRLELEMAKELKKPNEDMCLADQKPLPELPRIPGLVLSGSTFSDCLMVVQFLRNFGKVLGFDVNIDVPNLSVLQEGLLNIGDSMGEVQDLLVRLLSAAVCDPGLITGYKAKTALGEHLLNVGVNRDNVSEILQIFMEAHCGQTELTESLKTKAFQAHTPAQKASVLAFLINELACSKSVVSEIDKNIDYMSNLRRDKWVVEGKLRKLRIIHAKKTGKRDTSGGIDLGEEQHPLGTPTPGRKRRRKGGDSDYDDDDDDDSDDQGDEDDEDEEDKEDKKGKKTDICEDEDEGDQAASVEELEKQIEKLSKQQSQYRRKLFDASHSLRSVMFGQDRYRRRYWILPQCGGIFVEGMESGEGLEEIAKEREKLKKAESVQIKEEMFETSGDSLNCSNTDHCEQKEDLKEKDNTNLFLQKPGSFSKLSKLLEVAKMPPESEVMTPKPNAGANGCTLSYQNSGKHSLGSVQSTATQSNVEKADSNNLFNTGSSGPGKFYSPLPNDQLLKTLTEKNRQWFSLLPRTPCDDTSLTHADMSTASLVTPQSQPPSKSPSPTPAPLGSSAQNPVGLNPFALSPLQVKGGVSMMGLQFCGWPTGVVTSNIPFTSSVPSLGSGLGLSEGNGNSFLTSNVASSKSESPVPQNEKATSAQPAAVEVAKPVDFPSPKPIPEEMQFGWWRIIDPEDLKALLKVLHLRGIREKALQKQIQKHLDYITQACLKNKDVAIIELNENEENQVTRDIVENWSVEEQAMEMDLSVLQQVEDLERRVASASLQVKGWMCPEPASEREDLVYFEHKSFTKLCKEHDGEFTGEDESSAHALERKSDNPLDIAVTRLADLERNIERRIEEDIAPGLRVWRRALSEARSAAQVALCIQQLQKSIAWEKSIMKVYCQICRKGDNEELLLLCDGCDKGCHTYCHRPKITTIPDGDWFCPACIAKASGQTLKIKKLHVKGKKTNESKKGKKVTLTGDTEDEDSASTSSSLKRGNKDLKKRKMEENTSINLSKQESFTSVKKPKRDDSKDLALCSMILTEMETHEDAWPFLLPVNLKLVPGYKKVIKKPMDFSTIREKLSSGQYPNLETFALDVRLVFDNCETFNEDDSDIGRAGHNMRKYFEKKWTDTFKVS
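AlphaScreen luminescence quantifies BAZ2B engagement of H3K14Ac peptide; the protein and biotinylated peptide are both at 50 nM final, buffer PBS pH 7.4 with 0.01% Tween-20, all steps at room temperature.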
ERG-DNA inh: qHTS for Small Molecule Inhibitors of the ERG Ets/DNA interaction; Transcriptional regulator ERG (Homo sapiens), P11308; fluorescence polarization, His-ERG Ets domain / labelled DNA; Potency, µM (top dose mostly 76.9 µM), inactives show at the top dose FP activity, negative = inhibition, actives largely listed as inhibitors; actives 0.028% (n = 370,000); active = well fitted inhibition curve with a large enough effect in the polarisation, with a control signal flat; inconclusive = small, poorly fitted or top-dose-only effect, or effect the other way, or a change in a side signal; inactive = no such curve, though single readings can be large or run the other way; the % refers to the polarisation;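 also: polarization taken with two DNA probes labelled with fluorescein and Texas red; potency is read from the fitted curve at half-maximal effect; % of control where 0% means no effect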
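His-tagged ERG Ets domain (1 uM in the protein solution; 300mM KCl, 50mM Tris-HCl, 1mM EDTA, 1mM DTT, pH 7.5) received compound, then a probe mix of 5 nM fluorescein-DNA and 100nM Texas-615-DNA. Fluorescence polarization was read for both dyes.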
12-LOX inh: Primary qHTS assay for inhibitors of human arachidonate 12S-lipoxygenase (ALOX12): Round 2; purified 12hLO, xylenol orange hydroperoxide absorbance; Potency, µM (highest dose often 108 µM), without a hit: at the top dose activity change, negative = inhibition, most hits filed as inhibitors; actives 1.1% (n = 580,000); also: potency is read from the fitted curve at half-maximal effect; % is scaled to controls: 0 for no effect and ±100 for the full control effect
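Hydroperoxide product was detected by ferrous iron/xylenol orange as the 573 to 405 nm absorbance ratio. Arachidonic acid at 40 uM (final) was turned over for 30 min at room temperature by 150 nM human 12hLO, pH 7.0 Hepes buffer, after 15 min compound preincubation.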
Numbers without * were called inactive; ? = inconclusive; / = not tested or not shown; & = joins results of further samples; [ ] = remark or other dose. Unless noted, calls follow the shape of the dose curve; as a rule, active = well fitted curve in the direction sought with a large enough effect; inconclusive = small, poorly fitted or top-dose-only effect, or another doubt; inactive = no such curve, though single readings can be large; an effect the other way counts as inactive or inconclusive.

Values run as follows: G9a inh | JMJD2A Tudor inh | RGS4 inh | PI4K2A block | GLS inh | HP1b chromo inh | BAZ2B block | ERG-DNA inh | 12-LOX inh
- CCn1c(=O)n(-c2ccc(Cl)cc2)c(=O)c2c3c(sc21)COC(C)(C)C3
→ 4%[12.7 µM] | -9% | 12% | 3 | 1% | 10% | 8% | -3% | -15%
- O=C(C1CCCO1)N1CCN(C(=S)Nc2ccc(F)c(Cl)c2)CC1 (stereo unspecified)
→ 7% | -6% | 28% | -2 | 16% | 29% | -18% | 7% | 2%
- O=C(NC1CCCC1)c1ccc(CSc2nc3cccnc3n2Cc2ccc(F)cc2)cc1
→ -30%[59 µM] | -5% | 14% | -1 | 13% | 27% | 2% | -5% | 0%
- CC(C)CC(NC(=O)OC(C)(C)C)C(=O)O (stereo unspecified)
→ 5% | -18% | -12%[56.9 µM] | 2 | 0% | 59%[activator] | -18% | 0% | -4%&15%
- Cc1cc2cc(C)c3nnc(SCC(=O)NCc4ccc5c(c4)OCO5)n3c2cc1C
→ -3% | -13% | 12% | -9 | / | 11% | -22% | -2% | 0%
- COc1cc(-c2nnc(SCC(=O)NCc3ccccc3Cl)o2)cc(OC)c1OC
→ 1%[59 µM] | -16% | -8% | -2 | -12% | 22% | 0% | -3% | -8%
- CCOC(=O)c1ccc(N/C=C2\CCCCC2=O)cc1
→ -12% | -29% | -44% | -6 | 12% | 19% | -33% | -1% | -8%
- COCC1CCN(C(=O)c2cc(COc3ccc(OC)c4ccccc34)on2)C1 (stereo unspecified)
→ / | -31% | 0% | 4 | 3% | ? | / | 3% | -11%
- CCN1CCN(CC(=O)N2N=C(c3ccc(OC)cc3)CC2c2ccc(OC)cc2)C(=O)C1=O (stereo unspecified)
→ 4% | 79µM* | -22% | 2 | 2% | -6% | -23% | 0% | 10%
- COc1ccc(-c2c(O)c(C#N)c(-c3ccccc3)n(-c3ccc(OC)cc3)c2=O)cc1
→ -40%[59 µM] | -9% | -10% | 1 | 8% | 23% | -27% | 1% | -12%
- CCC(C(=O)Nc1ccccc1Cl)n1nc(C)c2c(C)n(-c3ccccc3)nc2c1=O (stereo unspecified)
→ 30% | ? | 14%[11.4 µM] | -2 | 0% | -15% | -24% | 0% | 9%
- CCOc1ccccc1C(=O)N1CCc2cc(OC)c(OC)cc2C1COc1ccc2c(C)cc(=O)oc2c1 (stereo unspecified)
→ ? | -20% | 5% | -9 | -1% | 3% | -13% | 0% | 0%
- CCOc1ccccc1NC(=O)NNC(=O)CCc1ccc(OC)cc1
→ 12% | -12% | 7% | 4 | 24% | 26% | -6% | -3% | 0%
- N#Cc1c(NC(=O)c2ccc(Br)o2)n(-c2ccccc2)c2nc3ccccc3nc12
→ -11%[12.7 µM] | 24% | -31% | -52* | 5% | 83%[activator] | -4% | 5% | ?
- Cc1ccc2nc3c(cc2c1)c(NC(=O)c1cccnc1)nn3C
→ -23%[12.7 µM] | 12% | -14% | -3 | 0% | 38%[activator] | -7% | 1% | ?
- Cc1c(C(=O)OCC(=O)NC(=O)NC2CCCCC2)cccc1[N+](=O)[O-]
→ / | -14% | 1% | -11 | 6% | -2% | / | 2% | -2%
- Oc1ccc(N2CCN(C(c3ccncc3)c3nnnn3C3CCCC3)CC2)cc1 (stereo unspecified)
→ ? | -27% | 9% | -14 | 102%[activator] | ? | -21% | / | -10%
- COc1ccc2nc(C)cc(SCC(=O)Nc3c(C)cc(C)cc3C)c2c1
→ 11% | -18% | -27% | 0 | -7% | 9% | -5% | -4% | 14%
- C/C=C/C=C/C(=O)[C@@H]1[C@@H]([C@]2(C)OC(=O)C(C)=C2O)[C@H]2/C(=C(O)/C=C/C=C/C)C(=O)[C@]1(C)C(=O)C2(C)O (stereo partly specified)
→ ? | 45µM* | -51% | -23 | 10µM* | -21% | 79µM* | 12% | ?
- C#CC[N+]1(CC#Cc2ccccc2)CCCCC1
→ 19%[59 µM] | -1% | -3% | -2 | -8% | 48%[activator] | -5% | -14% | -12%
- O=C(CNCc1ccc(F)cc1)Nc1ccccc1-c1ccccc1
→ -10%[59 µM] | 2% | 3% | -1 | 3% | 55%[activator] | -1% | -5% | 4%
- CSc1nc2nc3c(cc2c(=O)n1-c1ccccc1)COC(C)(C)C3
→ 50µM* | 1% | 3% | 0 | -13% | 35% | -16% | 14% | -13%
- COc1ccccc1Nc1nc(Cl)nc(NC(C)(C)C)n1
→ 6% | -3% | 1% | -17 | 6% | 31% | -1% | 5% | -13%
- CCC(C)c1c(O)nc(SCC(=O)N2CCOCC2)[nH]c1=O (stereo unspecified)
→ -45%[59 µM] | -8% | 11% | -3 | 12% | 30% | -22% | 8% | -17%
- COc1cc(C)c(S(=O)(=O)NOCc2ccccc2)c(C)c1C
→ 13%[0.501 µM] | 9% | 16% | -1 | 6% | 82%[activator] | -2% | -7% | -9%
- CCC(=O)Nc1cc(C(=O)NCC2CCCN2CC)c(OC)cc1N(C)C (stereo unspecified)
→ ? | -15% | -2% | -2 | 23% | 43%[activator] | -3% | -1% | 3%
- Cn1nc(C(=O)N2CCN(c3ccc(F)cc3)CC2)c2c1-c1ccccc1SC2
→ -60%[59 µM] | ? | -24% | -1 | -8% | 14% | -35% | -10% | -17%
- O=C(CSc1ncnc2nc[nH]c12)c1ccc([N+](=O)[O-])cc1
→ / | -32% | -16% | -2 | -8% | 15% | 79µM* | -3% | -18%
- Cc1cc(NC(=O)c2cc(-c3cccs3)nc3ccccc23)no1
→ -2%[59 µM] | 1% | -4% | -2 | 0% | 58%[activator] | 4% | -9% | -6%[57.4 µM]
- O=C(CCN1C(=O)C2C3C=CC(C3)C2C1=O)Nc1ccc2ncccc2c1 (stereo unspecified)
→ -18% | -8% | -19% | 3 | 11% | 21% | -18% | -1% | 13%

Printed as active in BAZ2B block, among the entries above:
Values run as follows: G9a inh | JMJD2A Tudor inh | RGS4 inh | PI4K2A block | GLS inh | HP1b chromo inh | BAZ2B block | ERG-DNA inh | 12-LOX inh
- C/C=C/C=C/C(=O)[C@@H]1[C@@H]([C@]2(C)OC(=O)C(C)=C2O)[C@H]2/C(=C(O)/C=C/C=C/C)C(=O)[C@]1(C)C(=O)C2(C)O (stereo partly specified)
→ ? | 45µM* | -51% | -23 | 10µM* | -21% | 79µM* | 12% | ?
- O=C(CSc1ncnc2nc[nH]c12)c1ccc([N+](=O)[O-])cc1
→ / | -32% | -16% | -2 | -8% | 15% | 79µM* | -3% | -18%

(listing goes on)
Values run as follows: G9a inh | JMJD2A Tudor inh | RGS4 inh | PI4K2A block | GLS inh | HP1b chromo inh | BAZ2B block | ERG-DNA inh | 12-LOX inh
- O=C(CSCc1c(Cl)cccc1Cl)Nc1nccs1
→ 5% | 3% | 10% | 1 | / | 24% | ? | 2% | -2%
- CCCNC(=O)C(Cc1ccc(C(F)(F)F)cc1)NC(=O)c1ccc2ccccc2n1 (stereo unspecified)
→ 20%[2.33 µM] | -23% | -9% | -5 | 2% | 31% | 5% | 5% | 9%
- Cn1nnnc1SCSc1nnnn1C
→ -4%[12.7 µM] | -1% | 9% | 0 | 4% | 13% | 5% | -7% | 0%
- CC(C)c1ccc(N(CC(=O)NCc2ccc(F)cc2)C(=O)c2csnn2)cc1
→ 5% | -12% | -5% | 4 | -6% | 47%[activator] | -19% | -4% | -31%
- CC(C)(C)c1cc(C(=S)N2CCCC2)cc(C(C)(C)C)c1O
→ / | ? | -39% | -1 | -19% | -22% | ? | 2% | ?
- CCN(CC)S(=O)(=O)c1ccc(N2CCOCC2)c(NC(=O)c2ccc(N3CCCC3=O)cc2)c1
→ 50µM* | -14% | -3% | 0 | 6% | 16% | -1% | / | ?
- O=C(NN=C1CCCCC1)c1ccccc1OCc1ccc(F)cc1
→ 28%[59 µM] | -1% | 7% | 7 | -2% | 39% | 7% | 1% | 2%
- CC1CN(CCOCCSc2ccccc2)CC(C)O1 (stereo unspecified)
→ 35%[activator][12.7 µM] | -16% | 23% | 5 | 0% | 18% | -19% | 9% | -11%
- COc1cc(NS(=O)(=O)c2cc(NC(C)=O)ccc2OC)c(OC)cc1NC(=O)c1ccccc1
→ / | -31% | -1% | -7 | 5% | -7% | / | 3% | 156%[activator]
- CC1=C(c2ccc(C)c(C)c2)S(=O)(=O)NC1=NCc1ccccc1Cl
→ -31%[59 µM] | -23% | 12% | -5 | 2% | -3% | -21% | -3% | -13%
- O=C(CCc1nc(-c2ccc(Cl)cc2)no1)NC1CCCC1
→ 5% | -7% | -13% | -8 | 0% | 37% | 5% | -10% | 0%
- Cc1cc(Br)ccc1SCC(=O)OCC(=O)Nc1ccccc1C#N
→ ? | -5%[57.1 µM] | -47% | -6 | -2% | 66%[activator] | -3% | 2% | -9%

This is a subset. The share of hits here may be higher or lower than overall.
